Screens from PubChem BioAssay.
D2 antag – antagonists of human D2 dopamine receptor; P14416; HEK293 TREx D2 cells, calcium flux, dopamine EC80; inhibition, % at 10 µM; hit rate 2% among 340,000; AID 485344; in the data active = inhibition above about 30%; note: 0% is about no effect
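Cells plated overnight at 30 C with tetracycline; no-wash calcium dye, 30–90 min RT; 10 s baseline; compound pinned; 180 s read; EC80 dopamine added; another 180 s read.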
D2 ag – activates the human D2 dopamine receptor; hit rate 0.53% among 340,000; activation, % at 2 µM; HEK293 T-REx D2 cells, calcium flux agonist mode; P14416;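 active = activation over 3 SD above normal in the single-dose calcium agonist read, cut at about 30% in these data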; note: 0% is about no effect
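In this primary screen, compounds producing a positive calcium signal within 180 s of addition to tetracycline-induced, force-coupled HEK293 Trex D2 cells are flagged; cells are dye-loaded with a no-wash calcium kit beforehand.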
D1 potentiator – human D1 dopamine receptor positive modulation; P21728; HEK293 TREx D1 cells, calcium flux, dopamine EC20 potentiation; potentiation, % at 10 µM; hit rate 0.036% among 360,000; AID 504651; in the data active = potentiation above about 30%; note: 0% is about no effect
RXFP1 antag – antagonists of human relaxin receptor RXFP1; hit rate 0.59% among 350,000; HEK293-RXFP1, relaxin-stimulated cAMP HTRF, 30 min; hits give low values; Q9HBX9; activity change, negative = inhibition, % at 57.5 µM; AID 1259400;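 active = activity change of -60% or lower, but not beyond a set lower limit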; note: % is set by controls: 0 for no effect and ±100 for the full control effect
TRHR ag – TRH receptor (human) agonism | P34981 | TRHR cells, calcium flux fluo-8, FDSS agonist mode | activation, % at 2 µM | hit rate 0.18% among 360,000 | AID 493084; note: 0% is about no effect
Target sequence (P34981 whole entry, looked up): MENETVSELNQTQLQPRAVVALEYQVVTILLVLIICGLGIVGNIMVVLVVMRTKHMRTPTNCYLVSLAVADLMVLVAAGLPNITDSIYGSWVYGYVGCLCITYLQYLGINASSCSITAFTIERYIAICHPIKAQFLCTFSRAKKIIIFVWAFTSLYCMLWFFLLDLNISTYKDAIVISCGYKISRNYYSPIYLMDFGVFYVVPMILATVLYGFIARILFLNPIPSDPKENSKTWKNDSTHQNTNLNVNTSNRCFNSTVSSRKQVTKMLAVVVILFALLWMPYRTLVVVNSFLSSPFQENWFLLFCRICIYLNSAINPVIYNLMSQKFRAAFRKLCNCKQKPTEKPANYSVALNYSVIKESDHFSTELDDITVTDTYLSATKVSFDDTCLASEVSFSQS
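Read-out: compound-evoked intracellular calcium rise in TRHR cells, fluo-8 dye, kinetic FDSS fluorescence at 1 s/cycle following a 10-cycle baseline. Cells cultured overnight before dye loading (30 min–1.5 h, RT).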
D1 antagonist – blocks dopamine activation of the human D1 receptor. P21728. hit rate 3.2% among 360,000. HEK293 TREx D1 cells, calcium flux, dopamine EC80; hits give low values. AID 504652. activity change, negative = inhibition, % at 10 µM; in the data active = activity change below about -30%; note: % is set by controls: 0 for no effect and ±100 for the full control effect
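Kinetic fluorescence of a calcium dye serves as the read-out. D1-expressing Hek293 Trex cells, induced overnight at 30 C, are exposed to compound for 180 s before an EC80 dopamine addition, then read 180 s further.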
TRHR enhancer – allosteric enhancers of human TRH receptor; TRHR cells, fluo-8 calcium fluorescence, EC20 TRH enhancement; enhancement, % at 2 µM; hit rate 0.66% among 360,000; AID 493056; in the data active = enhancement above about 30%; note: 0% is about no effect
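TRHR-expressing cells loaded with fluo-8 calcium dye were read kinetically (ex 480/em 530) during compound addition, then stimulated with an EC20 of TRH (10 nM final). Enhancement of the Gq-mediated intracellular calcium response was scored.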
D2 PAM – positively modulates the human D2 dopamine receptor allosterically; P14416; HEK293 T-REx D2, calcium flux, EC20 dopamine potentiation; potentiation, % at 10 µM; hit rate 0.34% among 340,000; AID 485347;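 active = potentiation over 3 SD above the plate norm, cut at about 30% in these data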; note: 0% is about no effect
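Tetracycline-induced HEK293 T-REx cells force-coupled to calcium signalling expressed D2; compounds were pin-added after a 10 s baseline, read kinetically 180 s, then an EC20 dopamine challenge followed with a further 180 s calcium read.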
D1 ag – agonists of human D1 dopamine receptor. P21728. HEK293 T-REx D1 cells, calcium flux, agonist mode. activation, % at 2 µM. hit rate 1% among 360,000. AID 504660; note: 0% is about no effect
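Inducible HEK293 T-REx D1 cells, force-coupled to calcium signalling, were plated at 4000 cells/well with tetracycline and held overnight at 30 C. After no-wash calcium dye loading, compound-evoked calcium rise over 180 s flagged agonists.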
An asterisk follows results filed as active; x = not tested or not shown; & = joins results of further samples. Cut-off read from the data, not from the text of the source, unless noted: active = activation above about 30%; inactive = the rest.

SMILES	D2 antag	D2 ag	D1 potentiator	RXFP1 antag	TRHR ag	D1 antagonist	TRHR enhancer	D2 PAM	D1 ag
CCCN(C(=O)Cc1nc(-c2ccc(OC)cc2)no1)c1ccccc1C	x	-0.4	2	-19	0.0	-4	2	2	4
O=C(O)/C=C/c1ccc(S(=O)(=O)NCc2cccnc2)cc1	-5	-0.4	-2	11	0.2	1	1	19	2
COc1cc(OC)c(S(=O)(=O)N2CCCCC2)cc1S(=O)(=O)N1CCCCC1	-3	-0.5	1	-2	-0.1	8	-2	-11	2
COc1ccc(/C=N/NC(=O)c2ccc(-c3ccccc3)cc2)cc1O	-2	0.2	-10	-1	0.3	1	1	-4	-2
C/C(CC(=O)N(C(C)C)C(C)C)=N\NC(=O)COc1ccc(Br)cc1Br	-26	-0.5	-6	11	-0.4	-3	10	-3	9
c1ccc2c(CSCc3nc4ccccc4[nH]3)cccc2c1	-6	-0.4	-11	-15	-0.3	-19	-6	16	7
O=C(NC1CC1)C1=C[C@@H](c2ccc3c(c2)OCO3)C[C@@H](OCCCCO)O1	-10	0.1	-1	x	0.1	19	-1	-7	1
CCOC(=O)CNC(=O)c1ccc2[nH]c3c(c2c1)CCCC3	1	-0.4	0	-17	-0.2	-13	14	-7	0
COc1cc(C(=S)N2CCC(Cc3ccccc3)CC2)ccc1OCC(N)=O	-6	-0.1	-11	0	-0.3	-21	0	13	2
COc1ccc(CC(NC(C)=O)C(=O)NC2CCN(c3c4c(nc5ncnn35)CCC4)CC2)cc1OC (stereo unspecified)	-4	-0.2	-1	-10	0.3	16	-3	-13	1
COc1ccc(-c2ncncc2-c2ccc(Cl)cc2)c(O)c1	12	0.8	1	-22	-0.9	-2	3	-1	5
COC(=O)c1cccc(-n2sc3ccccc3c2=O)c1	-15	0.0	2	x	2.0	-9	-1	-6	2
COc1ccc(C2Nc3ccccc3C(=O)N2c2ccc(F)cc2)cc1Cn1nnc2ccccc21 (stereo unspecified)	3	0.6	-3	-7	0.0	-13	-14	-5	-1
COc1ccc(C(=O)NCCc2nnc(SCC(=O)Nc3ccccc3C(C)C)n2C)cc1	-24	0.8	1	16	-0.2	7	-14	-5	1
Cc1ccc2[nH]c3ccccc3c(=O)c2c1	-9	-0.6	5	1	-0.1	-2	1	0	4

Limited to RXFP1 antag and TRHR ag (4 entries from above):
SMILES	RXFP1 antag	TRHR ag
O=C(NC1CC1)C1=C[C@@H](c2ccc3c(c2)OCO3)C[C@@H](OCCCCO)O1	x	0.1
COC(=O)c1cccc(-n2sc3ccccc3c2=O)c1	x	2.0
c1ccc2c(CSCc3nc4ccccc4[nH]3)cccc2c1	-15	-0.3
COc1ccc(-c2ncncc2-c2ccc(Cl)cc2)c(O)c1	-22	-0.9

Following part.
SMILES	D2 antag	D2 ag	D1 potentiator	RXFP1 antag	TRHR ag	D1 antagonist	TRHR enhancer	D2 PAM	D1 ag
CCCc1cc(C(=O)Nc2cc(C)ccc2O)no1	15	-0.3	-5	-9	-0.3	-4	4	9	2
Cc1ccc(C)c(S(=O)(=O)N2CCN(C(=O)[C@@H]3CCCN3C(=O)c3cccs3)CC2)c1	-11	0.6	-4	5	-0.4	17	5	4	1
N/N=C(/Cc1nc2ccccc2[nH]1)c1ccc([N+](=O)[O-])cc1	5	-0.3	-5	-19	-1.2	-1	4	-5	-3
C/C(=N\O)c1sc(-c2ccccc2)nc1C	-5	-0.2	-3	3	-0.2	1	1	4	7
CCOc1ccc(NC(=O)Cn2c(CCC(=O)O)ccc2-c2ccc(C)cc2)cc1	x	-0.9	-2	-18	-0.3	-26	0	x	-1
COc1ccccc1Nc1ncc2c(n1)CCN(Cc1cc(F)cc(F)c1)C2	x	-0.1	2	2	0.3	-8	4	0	2
COc1cc(NC(=S)N2CCN(S(=O)(=O)c3ccc(C)cc3)CC2)cc(OC)c1	28	0.5	-1	-15	-0.6	9	-11	-9	3
Cc1cccc(C)c1OCCOCCN1CCN(C)CC1	x	x	-5	-32&-4	-0.9	-7	0	x	6
Cc1ccc(S(=O)(=O)CCc2nnc(NC(=O)c3cccs3)s2)cc1	-4	0.6	-6	-15	0.8	-11	3	0	2
COc1cccc(-c2cc(C(=O)N3CCN(C(=O)c4ccco4)CC3)on2)c1	24	-0.3	-4	18	-0.3	5	3	-4	0

For reference, some entries already given:
SMILES	D2 antag	D2 ag	D1 potentiator	RXFP1 antag	TRHR ag	D1 antagonist	TRHR enhancer	D2 PAM	D1 ag
CCCN(C(=O)Cc1nc(-c2ccc(OC)cc2)no1)c1ccccc1C	x	-0.4	2	-19	0.0	-4	2	2	4
O=C(O)/C=C/c1ccc(S(=O)(=O)NCc2cccnc2)cc1	-5	-0.4	-2	11	0.2	1	1	19	2
COc1cc(OC)c(S(=O)(=O)N2CCCCC2)cc1S(=O)(=O)N1CCCCC1	-3	-0.5	1	-2	-0.1	8	-2	-11	2
COc1ccc(/C=N/NC(=O)c2ccc(-c3ccccc3)cc2)cc1O	-2	0.2	-10	-1	0.3	1	1	-4	-2
C/C(CC(=O)N(C(C)C)C(C)C)=N\NC(=O)COc1ccc(Br)cc1Br	-26	-0.5	-6	11	-0.4	-3	10	-3	9
c1ccc2c(CSCc3nc4ccccc4[nH]3)cccc2c1	-6	-0.4	-11	-15	-0.3	-19	-6	16	7

Quoted at random: two compounds from above
SMILES	D2 antag	D2 ag	D1 potentiator	RXFP1 antag	TRHR ag	D1 antagonist	TRHR enhancer	D2 PAM	D1 ag
Cc1ccc(S(=O)(=O)CCc2nnc(NC(=O)c3cccs3)s2)cc1	-4	0.6	-6	-15	0.8	-11	3	0	2
COc1cccc(-c2cc(C(=O)N3CCN(C(=O)c4ccco4)CC3)on2)c1	24	-0.3	-4	18	-0.3	5	3	-4	0
